MC4R antag cAMP – MC4R antagonists of cAMP signaling, primary screen, cell-based, TR-FRET, antagonist arm of biased-ligand search; Melanocortin receptor 4 (Homo sapiens), P32245; MC4R-expressing cells, MTII-stimulated cAMP, LANCE TR-FRET; inhibition, % at 6.5 µM; 0.48% of 360,000 active; AID 540295, 2011;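 active means inhibition above its plate's cutoff, the mean of tested wells on that plate plus 3 SD, cut at about 29% in these data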;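 further: 0% = Melanotan II alone and 100% = Melanotan II plus saturating MCL0020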
Target sequence (P32245 whole entry, looked up): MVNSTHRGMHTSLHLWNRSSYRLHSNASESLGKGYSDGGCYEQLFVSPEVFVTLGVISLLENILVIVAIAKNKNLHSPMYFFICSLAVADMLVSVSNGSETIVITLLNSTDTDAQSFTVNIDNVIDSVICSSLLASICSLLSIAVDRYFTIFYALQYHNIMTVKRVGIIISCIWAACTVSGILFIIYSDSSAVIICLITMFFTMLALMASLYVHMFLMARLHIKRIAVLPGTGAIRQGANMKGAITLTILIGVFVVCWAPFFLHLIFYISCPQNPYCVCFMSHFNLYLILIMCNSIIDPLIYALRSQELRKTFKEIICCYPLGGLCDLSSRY
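Material – human MC4R-expressing U2OS cells · Repeats – no replicates · Detection – TR-FRET with Eu-cAMP and labeled anti-cAMP, 671 nm · Times – compound 30 min, challenge 1 h, detection 1 h · Compound – single nominal compound dose of 6.5 µM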
ABCB6 inh MLPCN – ABCB6 transporter inhibitors, primary screen, K562-ABCB6 cells, flow cytometry, MLPCN library; ATP-binding cassette sub-family B member 6 (Homo sapiens), Q9NP58; K562-ABCB6 porphyrin accumulation, 1 h; stronger effect = lower value; 0.19% of 360,000 active; fluorescence ratio to DMSO, % at 10 µM; AID 602162, 2011;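 active means fluorescence ratio to DMSO below 75%, the collection mean minus 3 SD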;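 further: signal is porphyrin accumulated inside mitochondria; 100% equals median channel fluorescence of DMSO control wells; lower ratio means ABCB6 inhibition with less porphyrin fluorescence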
N-glyco inh – increase of ERlucT glycosylation luciferase signal, primary screen, N-linked glycosylation inhibitor project, D54 ERlucT cells, luminescence, set 2 | D54 ERlucT glycosylation luciferase reporter, 24 h; percent of 100 nM tunicamycin response | reporter increase, % at 12.5 µM | 0.23% of 360,000 active;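 active means mean luciferase reporter signal, scaled so untreated is 0 and the glycosylation-blocking control 100, at or above a set limit in every replicate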;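 further: luciferase carries N-glycosylation sites so blocking glycosylation raises the light; 0% = median of neutral control wells and 100% = median of 100 nM tunicamycin wells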
CaV13 FRET inh – Disruptors of the CACNA1D IQ motif to Ca2+-dependent inactivation inhibitor domain association, primary screening, Förster resonance energy transfer in intact living …; 0.098% of 340,000 active; HEK cells, CFP/YFP FRET ICDI-IQ, plate reader, 10 min; percent FRET-ratio fall versus neutral wells; AID 743397; inhibition, % at 12.3 µM;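 active means mean replicate inhibition of at least 30% and at least 1% of replicates passing that level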;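 further: 0% = median of the neutral control wells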
H9c2 protect – cardioprotection against H2O2-induced cell death, primary screen, uHTS, H9c2 cells, ATPLite luminescence; H9c2 cardiomyocytes, H2O2 injury protection, 2 h; protection from H2O2 cell death, % at 20 µM; 0.63% of 360,000 active; AID 588492, 2011;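 active means compounds giving at least 50% protection of heart cells from peroxide-induced death in the single-dose screen, raw or plate-pattern-corrected value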;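 further: 0% = DMSO wells with peroxide and 100% = DMSO wells without peroxide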
MC4R ag barr – MC4R agonists recruiting beta-arrestin, primary screen, cell-based, luminescence, agonist arm of biased-ligand search; Melanocortin receptor 4 (Homo sapiens), P32245; U2OS MC4R beta-arrestin complementation; percent of melanotan II response, DMSO zero; activation, % at 8.9 µM; 0.98% of 360,000 active;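 active means activation above a per-plate cutoff, the mean activation of sample wells on that plate plus 3 SD, cut at about 8% in these data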
Granule exo inh – LAMP-1 surface exposure blockers, TALL-104 cells – cell-based, flow cytometry, MLPCN library, primary screen; AID 651702, 2012; TALL-104 LAMP-1 surface exposure; cells stimulated with thapsigargin and PMA; inhibition, % at 10 µM; 0.66% of 360,000 active;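 active means inhibition above about 55%, limit read from the data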
ABHD5 PLIN5 PPI – ABHD5-PLIN5 interaction inhibitors, primary screen, cell lysate, split luciferase complementation, luminescence; Perilipin-5 (Homo sapiens) + 1-acylglycerol-3-phosphate O-acyltransferase ABHD5 (Homo …; Split G. princeps luciferase complementation, 4 h; inhibition, % at 4 µM; 0.78% of 360,000 active; AID 602281, 2012;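 active means inhibition above the mean inhibition across every tested compound plus 3 SD, cut at about 22% in these data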;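 further: 0% = DMSO only wells and the 100% control is not disclosed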
HTR2A ag – mouse Htr2a agonists via beta-arrestin recruitment, primary screen, cell-based, luminescence. 0.66% of 360,000 active. CHO-K1 mHTR2A beta-arrestin complementation; percent of 30 µM serotonin response. AID 624169, 2012. activation, % at 7.6 µM;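 active means activation above a run cutoff, the mean activation of all tested compounds plus 3 SD, cut at about 14% in these data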;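 further: 0% = plate median of compound wells and 100% = 30 µM serotonin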
PDI turbidity – inhibitors of human PDI, primary screen, biochemical, turbidity, single point, plate reader; Protein disulfide-isomerase (Homo sapiens), P07237; PDI insulin aggregation turbidity, A650, 90 min; inhibition, % at 10 µM; 0.052% of 350,000 active;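 active means mean inhibition across replicates of 30% or more, whatever share of single replicates reach that level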;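 further: absorbance from insulin aggregation driven by PDI reduction with DTT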
Target sequence (P07237 whole entry, looked up): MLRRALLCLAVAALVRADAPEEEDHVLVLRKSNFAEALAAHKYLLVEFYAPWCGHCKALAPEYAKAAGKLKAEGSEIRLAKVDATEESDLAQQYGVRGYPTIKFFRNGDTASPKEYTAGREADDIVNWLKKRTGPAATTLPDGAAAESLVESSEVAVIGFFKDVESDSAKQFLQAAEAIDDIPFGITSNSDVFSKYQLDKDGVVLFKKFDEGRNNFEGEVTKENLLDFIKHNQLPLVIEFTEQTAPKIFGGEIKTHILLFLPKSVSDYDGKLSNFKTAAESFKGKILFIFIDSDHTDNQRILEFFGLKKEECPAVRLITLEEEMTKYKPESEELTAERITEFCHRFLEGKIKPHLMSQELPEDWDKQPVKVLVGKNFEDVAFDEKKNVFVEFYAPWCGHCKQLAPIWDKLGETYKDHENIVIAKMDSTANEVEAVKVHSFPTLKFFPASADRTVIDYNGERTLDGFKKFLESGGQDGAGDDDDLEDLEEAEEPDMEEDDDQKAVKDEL
* marks the source's active call; other numbers are inactive results; · = not tested or not shown.

SMILES	MC4R antag cAMP	ABCB6 inh MLPCN	N-glyco inh	CaV13 FRET inh	H9c2 protect	MC4R ag barr	Granule exo inh	ABHD5 PLIN5 PPI	HTR2A ag	PDI turbidity
CC12COC3(C(=O)Nc4ccc([N+](=O)[O-])cc4)CC1CCC32C (centres undefined)	1.1	105.0	-1.4	-4.2	-9.2	0.8	9.2	-5.0	-6.0	-14.5
O=C(Cn1c(=O)cnc2ccccc21)NNC(=O)c1ccccc1Cl	9.7	100.0	-1.5	-6.1	1.2	-1.7	-11.4	5.8	-8.7	0.5
Cc1cccc(NC(=O)CCNS(=O)(=O)c2ccc3[nH]c(=O)oc3c2)c1	0.1	96.0	1.7	-4.3	0.3	-1.0	1.7	0.2	-4.9	-5.0
O=C(O)CCC(=O)N1CCOc2ccc(Cl)cc21	0.7	95.0	1.1	-3.6	3.8	2.0	1.5	0.6	1.6	0.9
NC(=O)c1nsc(C(=O)N(CC(=O)NCc2ccc3c(c2)OCO3)C2CCCCC2)c1N	9.8	96.0	0.3	-6.1	24.9	-0.7	1.2	13.3	0.0	17.4
COCCn1c(=S)[nH]c2cc(C(=O)NC3CCCCCC3)ccc2c1=O	5.3	97.0	3.0	-9.6	-3.5	-2.1	-2.9	0.0	-2.5	11.5
Cn1c(-c2ccc3c(c2)OCO3)cnc1NCc1cccc(O)c1	-5.8	92.0	-2.4	-5.4	-0.9	-2.6	-2.4	3.0	1.0	0.0
COc1ccc(CC(Cc2ccc(OC)c(OC)c2)NC=O)cc1OC	6.5	97.0	0.4	-7.5	-0.3	-2.8	1.2	4.5	6.0	10.0
O=C(Cc1cccc2ccccc12)Nc1ccc(OC(F)F)c(Cl)c1	4.7	101.0	-4.4	-4.4	-8.5	4.0	0.3	-14.3	-5.2	-5.9
Cc1cccc(N2CCN(C(=O)CN(C)S(=O)(=O)c3ccc4c(c3)CCC(=O)N4)CC2)c1C	7.2	96.0	-1.4	-6.9	-17.6	1.4	-6.0	-7.1	0.8	2.5
COc1ccc(CN(C)C(=O)c2cc(-c3ccccc3)nc3ccc(C)cc23)c(OC)c1	20.2	93.0	-6.5	-13.7	-3.9	0.6	44.3	6.4	-0.8	1.0
Cc1ccc(C(=O)NN(C)c2nc3ccccc3nc2C(F)(F)F)cc1	-6.0	99.0	18.1	-2.6	4.7	0.3	1.1	0.8	1.8	10.0
Cc1cn(CC(=O)N2CCN(c3ccccn3)CC2)c(=O)[nH]c1=O	-2.7	98.0	1.6	-4.3	5.4	-1.9	4.2	3.5	-3.4	4.0
Cc1ccc2oc(=O)c3cc(C(=O)NCCN4CCN(C)CC4)sc3c2c1	7.0	98.0	2.8	-1.8	19.6	-0.3	3.8	4.4	-2.2	·
Cc1sc2nc(CSCC(=O)Nc3c(Cl)cccc3Cl)[nH]c(=O)c2c1C	22.3	111.0	2.9	-5.7	35.5	-0.1	5.0	-7.2	-0.1	-14.4
CC1C(=O)N2CCCc3cc(NC(=O)C4CC4)cc1c32 (centres undefined)	17.1	96.0	9.7	-6.6	0.4	-4.1	0.1	-2.7	8.1	2.4
CC1Cc2cc(/C(O)=C3/C(=O)C(=O)N(CCN4CCOCC4)C3c3ccc([N+](=O)[O-])cc3)ccc2O1 (centres undefined)	5.0	98.0	-0.1	-4.8	0.2	-2.8	5.0	-6.0	-2.3	-2.2
Cc1cccc(NC(=O)CSCC(=O)Nc2cc(Cl)ccc2N2CCOCC2)c1	-1.0	92.0	19.3	-5.2	-0.8	-2.4	0.5	-8.6	-5.7	0.4
CCCC1(C)NC(=O)c2ccccc2O1 (centres undefined)	22.9	102.0	1.2	-4.1	6.5	-2.1	-0.3	-3.7	-3.5	1.6
COc1cccc(-n2c(C)nc3c(cnn3-c3ccc(Cl)cc3)c2=O)c1	0.8	97.0	0.9	-5.4	-33.6	-1.5	0.1	2.0	5.9	-2.1
Cc1cccc(C2(c3cccc(C)c3)CC2C(=O)Nc2ccc([N+](=O)[O-])cc2O)c1 (centres undefined)	10.1	99.0	-14.5	-4.3	-22.9	3.5	9.6	-32.4	-4.5	-0.9
O=C(Cn1cc(Br)ccc1=O)Nc1ccc2c(c1)OCO2	14.0	94.0	-0.1	-5.9	-3.2	-3.9	-3.1	-6.3	-4.1	3.3
O=C1c2ccccc2C(=O)N1CCCc1nc(-c2ccccn2)no1	3.3	94.0	-2.2	-4.3	0.1	-0.5	1.0	0.9	2.2	5.4
COc1ccc(Cc2nnc(N)s2)cc1OC	-0.6	98.0	0.4	-3.5	-1.0	-1.3	-8.2	0.5	3.2	1.6
COc1ccc(N2C(=O)c3ccccc3NC2c2ccc(OC)c(CSc3ccccn3)c2)cc1 (centres undefined)	2.5	83.0	-6.5	-6.1	-7.2	-0.5	-1.6	-1.8	-1.1	2.9
CC1CCCCN1CCCNC(=O)c1ccc(NC(=O)C2=CSCCO2)cc1 (centres undefined)	1.0	99.0	-1.8	-5.5	2.9	-0.2	-3.6	-1.3	2.0	3.3
Cc1ccc(OCCN2CCNCC2)c([N+](=O)[O-])c1	-0.5	99.0	-0.6	-2.9	4.9	-2.4	-1.1	-5.6	-0.1	-3.6
COc1ccccc1N(C)S(=O)(=O)c1ccc(C(=O)Nc2nnc(C)s2)cc1	4.7	94.0	1.9	-3.7	15.5	0.2	-2.7	-0.2	4.9	15.1
CC1CCCCC1NC(=O)CSc1nnnn1C (centres undefined)	-0.7	95.0	-0.2	-6.5	2.8	-0.3	14.2	4.8	4.4	7.1
O=C(COC(=O)Cc1c[nH]c2ccccc12)Nc1ccccc1	-5.4	93.0	3.9	-19.8	-1.5	-1.1	-0.5	1.4	-3.4	11.3
COc1ccc(CN(C)C(=O)Cn2cnc3c(OCc4ccccc4)ncnc32)cc1OC	9.6	102.0	-1.7	-6.2	-1.9	-0.9	-3.1	-2.7	6.0	-11.4
O=C(CCc1nnc(C2(c3ccc(Cl)cc3)CCC2)o1)NC1CC1	-0.9	98.0	2.2	5.4	-2.8	-3.3	2.2	-5.7	5.4	-1.1
COc1ccc(NC(=O)Nc2cccc3c2O[C@H](CN(C)S(=O)(=O)c2c(C)noc2C)[C@@H](C)CN([C@H](C)CO)C3=O)cc1	12.2	99.0	-2.6	-3.8	4.5	0.2	-2.5	3.8	-6.9	8.3
Cc1ccc(C2CC(c3cccc(Br)c3)Nc3nnnn32)cc1 (centres undefined)	7.4	93.0	-2.7	-4.6	-5.3	1.7	-5.0	2.3	0.5	-7.8
N#Cc1c(NC(=O)c2ccc(Cn3cc(Br)cn3)o2)sc2c1CCCCCC2	-1.6	104.0	-3.7	-3.8	-15.9	0.9	9.4	-13.8	-3.5	-11.4
Cc1nc2ccccn2c1C(=O)/C=C/c1ccc(F)cc1	3.8	101.0	-2.0	·	-1.6	-4.1	0.0	16.5	-4.5	-5.5
Cc1ccc(C(=O)COC(=O)c2cccc([N+](=O)[O-])c2)s1	-0.3	98.0	1.4	-2.9	-5.7	-0.6	0.0	1.3	7.1	5.9
O=C(NC1CCCCCCC1)c1ccc(S(=O)(=O)N2CCCC2)cc1	6.5	103.0	-2.8	-4.9	3.8	-1.1	-4.8	-12.5	-2.6	6.0
CN(C)[C@@H](CO)c1nnc([C@H](Cc2ccc(O)cc2)NC(=O)C2CCNCC2)o1	14.1	90.0	1.1	-10.8	4.0	-1.2	4.8	0.9	-0.3	5.3
CCOC(=O)N1CCN(C(=O)CSCc2ccc(Cl)cc2)CC1	2.1	96.0	-0.7	·	-5.5	1.0	4.4	10.1	-0.1	-7.7
Cc1ccc(C(=O)Nc2c(-c3cccs3)c(=O)c3ccccc3n2C)cc1	2.9	101.0	6.0	-9.4	5.6	-2.6	0.7	4.7	3.4	3.9
CC(=O)O[C@H](CC(=O)O)C[N+](C)(C)C	-3.0	103.0	5.7	-5.1	26.4	0.3	-5.1	3.5	5.4	2.1
Cc1c(C(=O)N2CCOCC2)oc2ccc(S(=O)(=O)N3CCCC3)cc12	10.6	102.0	-2.0	-3.2	-1.1	-0.7	2.4	6.5	0.6	4.6
Cc1ccc(NC(=O)CN(C)CC(=O)Nc2sc3c(c2C(N)=O)CCC3)cc1	14.7	97.0	6.6	-1.9	4.7	-3.5	8.4	-8.0	-8.8	4.5
COc1ccc(NC(=O)CN2C(=O)CC(C)(C)S(=O)(=O)c3ccccc32)cc1	15.8	105.0	-1.6	-1.6	8.2	-1.2	2.0	8.1	-2.5	·
O=C(COc1ccccc1)Nc1ccc(S(=O)(=O)NCc2ccco2)cc1	-4.7	98.0	-0.4	-5.5	-5.0	-0.1	3.2	-0.1	0.1	25.2
Cc1cc(OCC(O)CNC(C)c2ccccc2)ccc1C(C)C (centres undefined)	-0.1	102.0	-1.8	-3.6	-18.2	9.2*	14.7	1.1	-1.2	3.6
COCCNC(=O)c1cc2c(=O)[nH]c3ccccc3c2s1	-6.3	97.0	14.6	-21.3	-4.4	-0.5	0.0	3.1	1.3	5.0
O=S(=O)(/C=C/C=C/S(=O)(=O)c1ccccc1)c1ccccc1	21.6	92.0	-19.9	-5.5	-19.3	-1.3	19.0	89.7*	3.6	-0.1
Cc1ccc(CN(C(=O)c2ccco2)C(C(=O)NC2CCCC2)c2ccc(N3CCOCC3)cc2)cc1 (centres undefined)	-1.9	146.0	-0.3	·	6.1	-0.4	-0.2	1.4	-1.1	8.5
CC(C)(C)NC(=O)CCSc1nnc(-c2ccco2)o1	4.9	93.0	-0.1	-1.9	0.4	-1.3	2.3	1.4	0.3	1.6

Full records, quoted from the list:
Cc1ccc(C(=O)COC(=O)c2cccc([N+](=O)[O-])c2)s1 in the list: MC4R antag cAMP: -0.3; ABCB6 inh MLPCN: 98.0; N-glyco inh: 1.4; CaV13 FRET inh: -2.9; H9c2 protect: -5.7; MC4R ag barr: -0.6; Granule exo inh: 0.0; ABHD5 PLIN5 PPI: 1.3; HTR2A ag: 7.1; PDI turbidity: 5.9
COc1cccc(-n2c(C)nc3c(cnn3-c3ccc(Cl)cc3)c2=O)c1 in the list: MC4R antag cAMP: 0.8; ABCB6 inh MLPCN: 97.0; N-glyco inh: 0.9; CaV13 FRET inh: -5.4; H9c2 protect: -33.6; MC4R ag barr: -1.5; Granule exo inh: 0.1; ABHD5 PLIN5 PPI: 2.0; HTR2A ag: 5.9; PDI turbidity: -2.1

Bioassay records from PubChem BioAssay.
